# MEP2 TOR yeast – modulators of TOR pathway MEP2-GFP in S. cerevisiae; S. cerevisiae MEP2-GFP strain, flow cytometry GFP, 3 h; 100% = DMSO control level; GFP response vs DMSO, % at 10 µM; 0.51% of 330,000 active;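 active means GFP response versus DMSO above a set limit, roughly screen mean plus 3 SD, cut at about 180% in these data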;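 further: median GFP fluorescence of the barcode-gated MEP2-GFP cells per well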
# LAP4 TOR yeast – modulators of TOR pathway LAP4-GFP in S. cerevisiae; GFP response vs DMSO, % at 10 µM; 0.34% of 320,000 active; S. cerevisiae LAP4-GFP multiplex, flow cytometry GFP, 3 h; median GFP as percent of DMSO wells; AID 2023;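 active means GFP response vs DMSO above a set limit, about the screen mean plus 3 SD, cut at about 150% in these data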
# CIT2-GFP yeast – alters CIT2-GFP fluorescence in TOR pathway yeast screen | S. cerevisiae CIT2-GFP strain, flow cytometry, 3 h; 100 means same as DMSO wells | GFP response vs DMSO, % at 10 µM | 0.065% of 320,000 active | AID 2029;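 active means GFP response relative to DMSO above a set limit, near the screen mean plus 3 SD, cut at about 150% in these data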;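 further: ratio of well median GFP fluorescence to mean of DMSO wells on the plate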
# AGP1 TOR yeast – modulators of TOR pathway AGP1-GFP in S. cerevisiae | AID 2066 | S. cerevisiae AGP1-GFP multiplex flow cytometry, 3 h; GFP as percent of DMSO wells | GFP response vs DMSO, % at 10 µM | 0.02% of 320,000 active;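 active means GFP response relative to DMSO above a set limit, near screen average plus 3 SD, cut at about 150% in these data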;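 further: median GFP channel fluorescence of the gated AGP1 strain per well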
# AHR activator – activators of human aryl hydrocarbon receptor. P35869. AHR-responsive luciferase reporter cells, luminescence. activation, % at 5 µM. 2.5% of 320,000 active. AID 2796; in the data active means activation above about 47%;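 further: 0% = vehicle wells and 100% = reference agonist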
# Target sequence (P35869 whole entry, looked up): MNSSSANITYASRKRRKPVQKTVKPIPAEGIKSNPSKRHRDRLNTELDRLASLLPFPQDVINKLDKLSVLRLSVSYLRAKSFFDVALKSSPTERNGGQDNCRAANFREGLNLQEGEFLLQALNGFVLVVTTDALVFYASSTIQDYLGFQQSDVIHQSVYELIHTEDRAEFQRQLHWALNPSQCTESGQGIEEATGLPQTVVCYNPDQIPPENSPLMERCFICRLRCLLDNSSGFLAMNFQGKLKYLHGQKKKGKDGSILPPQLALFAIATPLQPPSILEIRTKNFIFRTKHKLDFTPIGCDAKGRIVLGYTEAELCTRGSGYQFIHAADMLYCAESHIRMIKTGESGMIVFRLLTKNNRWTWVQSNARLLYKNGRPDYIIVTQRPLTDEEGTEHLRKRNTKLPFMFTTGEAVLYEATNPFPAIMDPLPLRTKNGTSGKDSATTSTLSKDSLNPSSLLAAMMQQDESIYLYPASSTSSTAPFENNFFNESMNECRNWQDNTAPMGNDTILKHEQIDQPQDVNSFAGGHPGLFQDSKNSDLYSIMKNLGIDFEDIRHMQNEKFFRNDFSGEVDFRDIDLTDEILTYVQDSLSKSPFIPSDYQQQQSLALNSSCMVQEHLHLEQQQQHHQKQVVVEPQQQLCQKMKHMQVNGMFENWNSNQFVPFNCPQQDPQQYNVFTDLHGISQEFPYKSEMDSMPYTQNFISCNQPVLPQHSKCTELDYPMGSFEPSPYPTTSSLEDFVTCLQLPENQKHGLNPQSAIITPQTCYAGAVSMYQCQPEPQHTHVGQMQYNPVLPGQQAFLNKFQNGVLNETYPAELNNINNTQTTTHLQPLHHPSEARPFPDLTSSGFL
# RPL19A-GFP yeast – alters RPL19A-GFP fluorescence in TOR pathway yeast screen | 0.3% of 330,000 active | S. cerevisiae RPL19A-GFP strain, flow cytometry, 3 h; stronger effect = lower value | percent response vs DMSO, % at 10 µM;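 active means percent response vs DMSO below 50%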;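 further: median channel GFP fluorescence of the barcoded RPL19A-GFP strain; ratio of sample median GFP to plate DMSO average so 100% = DMSO; lower means less RPL19A-GFP as with rapamycin TOR inhibition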
# Efflux pump mplx – blocks antifungal efflux pumps in multiplex yeast assay | S. cerevisiae Candida pump triplex, Nile Red efflux | inhibition, % at 10 µM | 0.44% of 330,000 active;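 active means plate passing quality check with inhibition over a set limit, or well fluorescence over plate mean plus 4 SD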;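 further: Nile Red retained in pooled yeast measured as flow cytometry median fluorescence; 0% = buffer negative control and 100% = Enniatin B positive control; higher means more Nile Red kept so more efflux inhibition; some compounds called inactive have numbers as strong as hits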
# Yeast superoxide – yeast age-related superoxide inhibition as caloric restriction mimetic; 0.18% of 330,000 active; superoxide response (% of plate mean), % at 10 µM; S. cerevisiae aged cells, superoxide DHE fluorescence; stronger effect = lower value;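 active means superoxide response under a set limit, about three screen SD below normal, cut at about 65% in these data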;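 further: yeast aged for seven days with compound at 30 °C before DHE staining; 100% = average MFI of all compound-treated wells on the plate with controls excluded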
# An asterisk follows results filed as active; nt = not tested or not shown. No enrichment for hits, and some 3.9% of all compounds hit somewhere here.
SMILES,MEP2 TOR yeast,LAP4 TOR yeast,CIT2-GFP yeast,AGP1 TOR yeast,AHR activator,RPL19A-GFP yeast,Efflux pump mplx,Yeast superoxide
C#CCOCCOCCOCCNc1nc(N2CCN(C(=O)[C@H](CCCN=C(N)N)n3cc(C(N)[C@@H](C)CC)nn3)CC2)nc(N2CCN(C(=O)[C@H](CCCCN)n3cc([C@@H](N)[C@H](C)CC)nn3)CC2)n1 (some centres not stated),90,95,84,93,-1,94,0.3,85
CCOC(=O)/C(N=O)=C(\O)C1CCN(C(=O)OCC)CC1,108,96,98,102,-2,96,0.0,99
CCC(c1nnc(SCC(=O)Nc2ccc(NC(C)=O)cc2)n1Cc1ccccc1)N(C)C (configuration not stated),98,94,99,101,-2,100,0.1,110
Oc1oc(-c2ccccc2)nc1C=NCc1ccncc1,103,100,101,104,70*,101,0.1,100
CCCN(CC1CC1)C(=O)COC(=O)c1oc2ccc(OCC)cc2c1C,102,105,91,100,0,98,0.0,96
Cc1ccc(S(=O)(=O)NCCC(=O)Nc2ccc(Cl)c(Cl)c2)cc1C,101,88,100,93,1,98,0.1,122
N#CCNC1CC(=O)N(c2ccccc2)C1=O (configuration not stated),106,87,108,100,-1,103,0.0,105
CCc1[nH]nc(C(=O)N2CCCC(C(=O)c3cccc(C(F)(F)F)c3)C2)c1C (configuration not stated),114,87,99,91,1,93,0.2,102
O=C(CN1C(=O)CCC1=O)Nc1nc(-c2ccc(Cl)s2)cs1,147,120,114,110,78*,110,-0.3,93
CCOc1cc(NC(=O)C2CC2)c(OCC)cc1NC(=O)c1cc(OC)c(OC)c(OC)c1,105,90,97,106,13,105,0.1,106
COCc1n[nH]c(=S)n1-c1cccc2ccccc12,104,95,93,97,3,98,-0.1,97
Cc1ccc(C(=O)OCC(=O)N2CC(C)CC(C)C2)cc1S(=O)(=O)N1CCCCC1 (configuration not stated),100,96,101,103,0,99,-0.1,102
COC(=O)CNC(=O)c1ccc(F)cc1,96,105,96,99,0,98,0.1,106
COc1ccc(Cl)cc1NC(=O)c1ccco1,104,107,108,nt,9,104,0.1,93
CCOc1ccccc1N(C(=O)CNC(=O)c1ccco1)C(C(=O)NC1CCCC1)c1ccncc1 (configuration not stated),102,93,93,101,2,95,0.7,101
Cc1c(NC(=O)OCCNC(=O)COc2c(Cl)cccc2Cl)sc(=S)n1C,94,100,94,99,-1,96,-0.3,95
O=[N+]([O-])c1ccc(N/N=C\c2ccccc2OCc2ccccc2)cc1,102,101,98,100,85*,102,-0.5,97
CC(=O)c1ccc(S(=O)(=O)N2CCN(C(=O)CSC(=S)N3CCCC3)CC2)cc1,103,103,92,107,-1,95,0.1,94
Cc1ccc(C(=O)N2CC(=O)Nc3ccccc32)o1,101,101,99,102,1,106,-0.1,112
CCN(CC(=O)N1CCCC1)S(=O)(=O)c1ccc(F)cc1,112,96,101,91,nt,95,0.0,98
CC(C)(C)C(=O)NC1CCN(S(=O)(=O)c2ccccc2F)CC1,98,102,92,103,-2,101,3.3,114
O=P(OC1CCCCC1)(OC1CCCCC1)C(O)c1c(Cl)cccc1Cl (configuration not stated),102,92,nt,99,0,94,0.0,98
CCCCNC(=O)Oc1cc(CCl)on1,111,93,97,101,2,101,0.1,108
COc1ccc(CCNC(=O)COC(=O)c2ccccc2NCCO)cc1OC,99,103,102,107,3,101,0.0,97
CC(=O)c1cccc(NC(=O)CC2S/C(=N/N=C/c3ccccc3)NC2=O)c1 (configuration not stated),105,94,106,99,5,106,0.1,110
Cc1cc(O)c(-c2n[nH]c3c2C(c2cccc(O)c2)N(Cc2cccnc2)C3=O)cc1Cl (configuration not stated),101,109,105,110,3,105,0.0,110
N#Cc1ccc(S(=O)(=O)N2CCN(C(=O)[C@@H]3CCCN3C(=O)c3cccs3)CC2)cc1,104,93,95,91,0,97,0.4,112
CN1CCC(OC(=O)c2ccc(Cl)cc2Cl)CC1,110,106,107,106,0,106,-0.1,81
CCOc1cc(C(=S)N2CCCC2)ccc1OC,102,110,99,105,2,97,-0.1,101
COCCNCCCCOc1ccc(C)cc1[N+](=O)[O-],106,95,108,103,0,101,0.0,104
CCCn1c(Nc2ccccc2C)nc2ccccc21,101,95,101,103,3,98,0.0,84
CCn1nc(C)c(C2C(C#N)=C(N)Oc3n[nH]c(C)c32)c1C (configuration not stated),101,89,96,98,-1,100,0.1,117
COc1ccc(NC(=O)CN2CCN(S(=O)(=O)N(C)C)CC2)cc1,102,77,95,91,0,94,0.0,110
Cc1cc(C)cc(Oc2ccccc2/C=N\O)c1,103,100,115,102,2,102,-0.2,87
O=S(=O)(NCC(c1ccccc1)N1CCNCC1)c1ccc(Cl)cc1 (configuration not stated),107,100,110,109,0,106,0.1,135
COCCN1C=C(C(=O)OC)C(c2cc(Br)c(OC)c(OC)c2)C(C(=O)OC)=C1,89,89,90,89,4,89,-0.1,95

# Shown as a hit in AHR activator, among the entries above:
Compound | MEP2 TOR yeast | LAP4 TOR yeast | CIT2-GFP yeast | AGP1 TOR yeast | AHR activator | RPL19A-GFP yeast | Efflux pump mplx
Oc1oc(-c2ccccc2)nc1C=NCc1ccncc1 | 103 | 100 | 101 | 104 | 70* | 101 | 0.1
O=C(CN1C(=O)CCC1=O)Nc1nc(-c2ccc(Cl)s2)cs1 | 147 | 120 | 114 | 110 | 78* | 110 | -0.3
O=[N+]([O-])c1ccc(N/N=C\c2ccccc2OCc2ccccc2)cc1 | 102 | 101 | 98 | 100 | 85* | 102 | -0.5

# Next compounds.
SMILES,MEP2 TOR yeast,LAP4 TOR yeast,CIT2-GFP yeast,AGP1 TOR yeast,AHR activator,RPL19A-GFP yeast,Efflux pump mplx,Yeast superoxide
CN(CC(=O)NC(=O)NC1CCCCC1)CC(=O)Nc1ccc(Cl)cc1,97,93,98,97,13,95,0.1,97
O=C1c2ccccc2C(=O)N1OCc1c(F)cccc1Cl,111,100,101,99,0,106,0.9,108
Cc1c(C(=O)NN)sc(=S)n1C,99,107,98,104,23,101,0.0,112
CCn1c(SCC(=O)Nc2nccs2)nnc1-c1ccccc1,100,93,97,99,-1,98,0.1,106
COc1ccc(NC(=O)COc2ccccc2Cc2ccccc2)cc1S(N)(=O)=O,99,88,95,94,1,96,0.1,103
O=C(CN1CCCCCC1)N/N=C/c1cccs1,103,99,99,100,-1,98,3.6,96
CN(C(=S)NC(=O)c1ccc(Br)o1)c1ccccc1,92,91,91,93,26,94,0.2,92
CN1CCN(CCOc2ccc(Cc3ccccc3)cc2)CC1,105,95,106,99,2,103,0.0,104
Cc1cc(NC(=O)CSc2nc3ccccc3n2CC(C)C)no1,122,117,105,87,1,96,0.0,96
CCCCn1c(Cn2nc(C(=O)O)c3ccccc3c2=O)nc2cc(S(N)(=O)=O)ccc21,101,94,113,99,0,105,0.0,102
COc1ccc(N2CCN(c3ccc4nnc(CCC(=O)Nc5ccc(C)cc5)n4n3)CC2)cc1,98,97,93,88,3,93,-0.1,95
COc1ccc(NC(=S)N2CCN(C)CC2)cc1,105,108,108,110,-2,102,-0.2,87
COc1ccc(NC(=O)C/C(C)=N/NC(=O)c2ccncc2)c([N+](=O)[O-])c1,97,98,101,100,8,95,-0.1,98
CCn1c(C)c(C)c2cc(C(=O)NCCN3CCOCC3)ccc21,158,119,129,131,11,96,-0.8,103
CCOC(=O)C1CCCN(c2c(N3CCN(c4cccc(Cl)c4)CC3)c(=O)c2=O)C1 (configuration not stated),94,115,102,102,0,104,-0.4,93
O=C(c1cc2ccccc2c(=O)o1)N1CCCCCC1,95,103,105,108,3,104,0.4,109
C=C(C)CCOC(=O)C(CC(=O)O)NCc1ccco1 (configuration not stated),100,103,98,106,-1,98,0.1,109
Cc1ccc(OCc2cccc(S(=O)(=O)N(C)C)c2)c([N+](=O)[O-])n1,102,98,94,97,1,94,0.2,106
CCN(CC)S(=O)(=O)c1ccc(N2CCCCC2)c(NC(=O)C2=COCCO2)c1,99,101,84,98,3,90,0.0,102
O=[N+]([O-])c1cc(C(F)(F)F)cc([N+](=O)[O-])c1NN=C1CCCCC1,103,98,98,98,3,102,0.0,106
COc1ccc(C(CCN2CCCC(C)C2)c2c(OC)cc(OC)c3c(-c4ccccc4)cc(=O)oc23)cc1 (configuration not stated),97,129,69,83,2,99,-0.1,87
O=C(Nc1nc2ccc(F)cc2s1)C1CC(=O)N(c2ccc3c(c2)OCCO3)C1 (configuration not stated),100,103,108,99,18,100,0.0,100
CC(=O)Nc1ccc(S(=O)(=O)Nc2ccc(=O)n(Cc3ccc(Cl)c(Cl)c3)c2)cc1,116,92,103,105,0,119,0.0,99
C=CCN(C(=O)CNC(=O)c1ccco1)C(C(=O)NC1CCCCC1)c1cccnc1 (configuration not stated),104,95,97,96,-1,96,0.1,100
CCOc1ccc(NC(=S)N(CCN2CCOCC2)Cc2cc3cc4c(cc3[nH]c2=O)OCO4)cc1,104,101,106,103,7,99,-0.1,187
O=C(Cn1c(-c2ccccc2)c[n+]2ccsc12)c1ccc([N+](=O)[O-])cc1,95,84,96,97,-1,100,-0.1,99
CC1=C(C)C(=O)OC(C(C)C2CCC3C4CC=C5CC(OC6OC(COC7OC(CO)C(O)C(O)C7O)C(O)C(O)C6O)CC(O)C5(C)C4CCC23C)C1 (configuration not stated),103,101,100,101,1,98,-0.2,83
Cc1cc([N+](=O)[O-])ccc1NC(=O)c1ccc(NC(=O)C(C)C)cc1,100,100,104,105,-1,99,-0.1,102
CCN(CC)C(=O)Oc1ccc(Br)cc1C(=O)Nc1ccc(F)cc1F,100,115,98,104,89*,97,-0.3,97
CCCCN(CC)CCNC(=O)c1cn(-c2ccc(Cl)cc2)c(=O)c2ccccc12,97,97,90,93,-2,92,-0.1,97
COCC(=O)N1CCN(c2cccc(C(F)(F)F)c2)CC1,95,94,88,93,1,95,0.3,105
O=C(NC1CC1)C1CCN(C(=O)c2ccc(Cl)cc2)CC1,101,88,92,103,0,96,-0.1,102
COc1ccc(N2CCN(c3nc(Cl)nc(N4CCOCC4)n3)CC2)cc1,98,99,108,97,-4,93,-0.2,94
COc1ccc(NC(=O)C#Cc2ccccc2)cc1OC,101,95,97,95,3,99,0.1,103
CC(=O)NC1CCC(C(=O)O)(c2ccccc2)C1 (configuration not stated),101,99,103,105,1,107,-0.1,90
COc1ccccc1N(CC(=O)NCCSCc1ccccc1)S(C)(=O)=O,103,91,95,100,-1,102,0.0,120
Cc1ccc(OCC(=O)Nc2ccc3c(c2)nc(CCN2CCN(C)CC2)n3C)cc1,95,100,97,103,-1,92,0.1,110
COc1ccccc1-c1nn2c(C(F)(F)F)nnc2s1,107,101,110,96,17,97,0.0,94
COc1ccc(-c2nc(-c3ccccc3)[nH]c(=O)c2C#N)cc1,111,121,105,106,0,107,-0.1,106
CCCC(=O)N1CCN(c2ccc(NC(=O)c3cccs3)cc2Cl)CC1,113,113,90,99,2,99,0.5,113
Cc1[nH]n(-c2ccccc2)c(=O)c1CCOC(=O)c1cccc(C(F)(F)F)c1,97,97,94,96,2,99,0.3,94
CNc1nc(SC)nc(N2CCOCC2)n1,74,98,82,78,4,93,0.0,101
FC(F)(F)c1nc(N2CCCC2)ncc1-c1nnnn1-c1ccccc1,106,103,101,110,2,106,0.0,92
NCCCn1c(C(=O)c2cc(Cl)c(N)c(Cl)c2)c2ccc([N+](=O)[O-])cc2[n+]1[O-],104,104,103,93,115*,102,0.0,98

# Two of the compounds above, with bars between the fields:
molecule | MEP2 TOR yeast | LAP4 TOR yeast | CIT2-GFP yeast | AGP1 TOR yeast | AHR activator | RPL19A-GFP yeast | Efflux pump mplx | Yeast superoxide
Cc1ccc(OCC(=O)Nc2ccc3c(c2)nc(CCN2CCN(C)CC2)n3C)cc1 | 95 | 100 | 97 | 103 | -1 | 92 | 0.1 | 110
COc1ccccc1-c1nn2c(C(F)(F)F)nnc2s1 | 107 | 101 | 110 | 96 | 17 | 97 | 0.0 | 94

# Compound activity: PubChem, several laboratories
